Bioassay records from PubChem BioAssay.
HEK293 NOD2/NF-kB: NOD2 signaling inhibitors, cell-based, luminescence, uHTS, HEK293 (AID 1566). 0.63% of 290,000 active. HEK293 NOD2/NF-kB luciferase reporter, luminescence; higher % means a stronger effect. inhibition, % at 4 µM; hits with a dose series show EC50 in µM; further: many of its hits are not listed in these tables
KOR beta-arrestin-1: kappa opioid receptor blockers – cell-based, luminescence, uHTS (AID 1778); 0.091% of 290,000 active; inhibition, % at 10 µM; hits with a dose series show IC50 in µM; KOR beta-arrestin recruitment, luminescence, antagonist mode; higher % means a stronger effect; further: strong numbers were not always called active
P. falciparum M17LAP: P. falciparum M17LAP inhibitors, primary screen, biochemical, fluorogenic H-Leu-NHMec substrate, 1536-well (AID 1619) | 0.38% of 220,000 active | inhibition, % at 30 µM, or IC50 in µM where a hit was titrated | recombinant M17LAP, H-Leu-NHMec fluorogenic kinetic assay; higher % means a stronger effect;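 active means compound inhibiting the enzyme by more than half at any dose during confirmatory dose-response retesting; inconclusive means strong single-dose inhibitors picked by rank but not retested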;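 further: plate controls were full reaction with DMSO carrier for no effect and no enzyme background for full effect; strong numbers were not always called active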
NOD1 NF-kB reporter: inhibition of NOD1-driven NF-kB reporter – cell-based, luminescence, uHTS, primary screen (AID 1578). NOD1-driven NF-kB luciferase reporter cells, luminescence; higher % means a stronger effect. 1% of 290,000 active. inhibition, % at 4 µM; hits with a dose series show EC50 in µM; in the data active means inhibition mostly above about 36%, no sharp cut-off; inactive means mostly below about 34%;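 further: HEK-293T reporter cells stimulated with the NOD1 agonist gamma-tri-DAP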
AID2073: inhibitors of Mint1-CaV2.2 protein interaction, biochemical, HTRF (AID 2073); HTRF protein-protein interaction, Mint1-CaV2.2; higher % means a stronger effect; inhibition, % at 20 µM, or IC50 in µM where a hit was titrated; 0.19% of 290,000 active; in the data active means inhibition mostly above about 51%, no sharp cut-off; inconclusive means no clear call, values can overlap the other calls; inactive means mostly below about 53%; further: some results filed as inactive read as strong as hits
M1AAP inhibition: P. falciparum M1AAP inhibitors, biochemical, fluorogenic H-Leu-NHMec substrate, 1536-well (AID 1445); recombinant M1AAP, H-Leu-NHMec fluorogenic kinetic assay; higher % means a stronger effect; inhibition, % at 30 µM, or IC50 in µM where a hit was titrated; 0.42% of 220,000 active;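 active means primary inhibition above the hit cutoff, then over 50% inhibition at one or more dose response concentrations, cut at about 23% in these data, passing the limit was not always enough; inconclusive means conflicting primary data, or primary hits not chosen for dose response; inactive means low primary inhibition, or under 50% at every dose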;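 further: plate controls were DMSO full reaction for no effect and no enzyme background for full effect; strong numbers were not always called active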
GPR55 activation: selective activators of receptor GPR55 – imaging, U2OS cells, beta-arrestin-GFP redistribution, primary screen (AID 1961); 0.048% of 290,000 active; activation, % at 10 µM; hits with a dose series show EC50 in µM; U2OS GPR55 beta-arrestin-GFP redistribution imaging; higher % means a stronger effect;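 active means activation above 40% with more than 50 cells counted in the well; inconclusive means wells holding fewer than 50 cells, flagged as toxic or sparse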;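 further: U2OS osteosarcoma cells stably expressing GPR55 and beta-arrestin-GFP; plate controls were DMSO negative control for no effect and LPI positive control for full effect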
KOR beta-arrestin-2: KOR agonists, beta-arrestin recruitment, primary screen, cell-based, luminescence, uHTS (AID 1777); KOR beta-arrestin recruitment, luminescence; higher % means a stronger effect; one-dose activation, % at 10 µM; EC50 in µM for titrated hits; 0.02% of 280,000 active; in the data active means activation above about 50%, passing the limit was not always enough; further: a part of the inactive calls stands beside numbers as strong as those of hits
Dynein transport: dynein cargo transport inhibition. 3617.4 mouse cells, GR-EGFP nuclear translocation imaging; test concentration mostly 20 µM; stimulated with dexamethasone, 1 µM; stronger effect = lower value. z-score, hits read low. 0.47% of 220,000 active;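 active means plate z-score of nuclear minus cytoplasmic receptor signal below a set negative limit, without overly bright fluorescence or cell loss, cut at about -3.5 in these data, passing the limit was not always enough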;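 further: z-score of nuclear minus cytoplasmic ring GR-EGFP intensity difference per well; some compounds called inactive have numbers as strong as hits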
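Buffer or medium – tet-free medium with charcoal-stripped serum · Signal – automated 10x imaging of fixed Hoechst-stained cells · Also added – dexamethasone agonist, 1.0 µM final, for 30 min · Incubation – induction 48 h, compound 1 h, agonist 30 min · Read-out – GR-EGFP nuclear translocation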
Dynein transport cytoplasmic EGFP: further read-out of Dynein transport, marked with its call; z-score; measured here: cytoplasmic GR-EGFP intensity; stronger effect = higher value
Dynein transport nuclear GR-EGFP: second read-out of Dynein transport, no call of its own (marks repeat the call); z-score; measured here: nuclear GR-EGFP intensity;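 lower value marks the stronger effect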
Dynein transport cell count: second read-out of Dynein transport, no call of its own (marks repeat the call); z-score; measured here: cell count per field
Active calls of the source: *; ? = inconclusive; / = not tested or not shown; [ ] = dose if it differs, or a comment. Unless noted, no stated cut-off is given here; in the data, active means inhibition above about 50%; inactive means the rest.

Every second line gives: HEK293 NOD2/NF-kB	KOR beta-arrestin-1	P. falciparum M17LAP	NOD1 NF-kB reporter	AID2073	M1AAP inhibition	GPR55 activation	KOR beta-arrestin-2	Dynein transport	Dynein transport cytoplasmic EGFP	Dynein transport nuclear GR-EGFP	Dynein transport cell count
Cn1cnnc1SCc1cccc(Br)c1
→ -2%	28%	4%	28%	-5%	1%	-0.1%	7.4%	1.1	0.091	1.1	-1.5
C=CCn1c(COc2ccccc2F)nnc1SCC(=O)Nc1cc(C)on1
→ 5%	-23%[20 µM]	-1%	-15%	9%	0%	-0.1%	-2.8%	-0.23	-0.3	-0.014	0.24
COCCCN(Cc1cccs1)S(=O)(=O)c1c[nH]c(C(=O)OC)c1
→ 12%	-32%	/	-27%	16%	/	-0.1%	6.1%	/	/	/	/
O=C(CCn1ccc2ccccc21)Nc1ccc(N2CCOCC2)cc1
→ 5%	0%	7%	-2%	-8%	6%	0.3%	-5.3%	-0.69	-0.1	-0.17	1.9
O=C(O)C(CCCCN1C(=O)c2ccccc2C1=O)N1C(=O)c2ccccc2C1=O (centres undefined)
→ -10%	2%	8%	4%	5%	6%	-0.1%	-8.9%	2.4	-0.097	0.55	0.16
Cn1cccc1Cc1nnc(SCC(=O)NCc2ccco2)n1-c1ccc(F)cc1
→ 4%	-15%	13%	13%	-20%	5%	-0.3%	-2.7%	-0.26	-0.24	-0.35	-0.64
COc1ccccc1OC(C)C(=O)Nc1ccc2c(c1)n(C)c(=O)n2C (centres undefined)
→ 13%	-8%	/	-15%	1%	/	-0.1%	-3.5%	/	/	/	/
CCOc1ccc(-c2noc(CCC(=O)O)n2)cc1
→ 43%	38%	10%	51%	48%	1%	0.2%	-12%	-0.57	-0.29	-0.29	0.8
CC(C)CCn1nnnc1CN1CCN(c2ccccc2)CC1
→ -1%	3%[20 µM]	3%	-37%	-11%	11%	0.2%	6.4%	-0.4	-0.37	-0.49	0.5
Cc1ccc(O)c(NC(=O)c2onc(C)c2Cl)c1
→ -18%	6%	/	-12%	-10%	/	0.0%	3.1%	/	/	/	/
COc1ccc(C/C(C)=N/NC(=O)c2cc(C)oc2C)cc1
→ 14%	-16%	29%	-12%	-7%	20%	0.8%	5.6%	0.068	-0.27	-0.16	0.21
COc1ccc(C(=O)NCCCSc2ccccc2)cc1F
→ -7%	-26%	/	-44%	7%	/	-0.1%	1.0%	/	/	/	/
CCN(C(=O)CCS(=O)(=O)c1ccc2c(c1)oc(=O)n2C)c1ccc(OC)cc1
→ 10%	-6%	/	10%	3%	/	-0.2%	2.7%	/	/	/	/
Cc1cc(C(=O)OCC(=O)Nc2ccccc2)c(C)o1
→ -1%	10%[20 µM]	3%	-34%	-2%	-1%	-0.1%	-0.2%	0.71	-0.32	0.6	-0.31
COC(=O)c1c(NC(C)=O)sc(C)c1C
→ 11%	6%	0%	-36%	-4%	6%	0.3%	-3.2%	0.074	-0.32	0.017	0.65

Three compounds from above, limited to Dynein transport:
| Structure | Dynein transport |
| --- | --- |
| O=C(O)C(CCCCN1C(=O)c2ccccc2C1=O)N1C(=O)c2ccccc2C1=O (centres undefined) | 2.4 |
| Cn1cnnc1SCc1cccc(Br)c1 | 1.1 |
| COC(=O)c1c(NC(C)=O)sc(C)c1C | 0.074 |

Next part.
Every second line gives: HEK293 NOD2/NF-kB	KOR beta-arrestin-1	P. falciparum M17LAP	NOD1 NF-kB reporter	AID2073	M1AAP inhibition	GPR55 activation	KOR beta-arrestin-2	Dynein transport	Dynein transport cytoplasmic EGFP	Dynein transport nuclear GR-EGFP	Dynein transport cell count
CCCCNC(=S)NC(=O)c1ccc([N+](=O)[O-])cc1
→ -37%	-17%	10%	-46%	-6%	11%	-0.1%	3.3%	-0.55	0.24	0.51	0.95
COc1ccc(/C=N/NC(=O)c2ccc(COCC(F)(F)C(F)F)cc2)cc1
→ 4%	20%	-4%	0%	10%	11%	-0.2%	-1.1%	0.19	-0.27	-0.25	-0.26
NC(=O)Cn1c(=O)n(Cc2ccccc2)c(=O)c2cccnc21
→ 3%	15%	/	-8%	7%	/	0.0%	1.8%	/	/	/	/
C[C@@H](NC(=O)[C@@H]1Cc2ccccc2CN1C(=O)OC(C)(C)C)C(=O)NC1CCCCC1
→ 2%	12%	/	-10%	8%	/	-0.2%	-3.4%	/	/	/	/
Cc1c(C(=O)NC(C(C)C)C(C)C)cccc1[N+](=O)[O-]
→ 9%	11%	-4%	-14%	14%	3%	1.0%	11%	-0.43	-0.22	-0.068	0.52
CC(NC(=O)Nc1ccc([N+](=O)[O-])cc1)C(c1ccccc1)N1CCOCC1 (centres undefined)
→ 0%	11%	30%	-14%	-10%	15%	-0.1%	-5.1%	0.15	-0.21	-0.29	0.42
O=C(NNC(=S)NC(=O)c1ccccc1Cl)c1cccc([N+](=O)[O-])c1
→ 27%	41%	/	-6%	-26%	/	0.3%	-3.0%	/	/	/	/
CCCCn1c(N)c(Br)c(=O)[nH]c1=O
→ 10%	22%	10%	12%	-6%	-5%	0.9%	-0.8%	1.4	-0.71	0.72	-1.6
CN1CCCC(OC(=O)c2cccc(Br)c2)C1 (centres undefined)
→ -1%	-17%[20 µM]	/	-19%	4%	/	-0.1%	-2.3%	/	/	/	/
O=C(c1cnc(N2CCN(c3ncccn3)CC2)c2ccccc12)N1CCN(c2ccccn2)CC1
→ 26%	-36%	0%	12%	-5%	4%	-0.1%	1.3%	-0.56	-0.13	0.049	-0.64
COc1ccc(N2CCN(C(=O)c3cccc(N4C(=O)C5CC=CC(C)C5C4=O)c3)CC2)cc1 (centres undefined)
→ 6%	24%	-4%	-28%	20%	6%	-0.3%	-1.7%	-0.46	-0.45	-0.12	0.02
COCc1ccc(CN2CCCC(C(=O)Nc3ccc(-c4cccc(OC)c4)cc3)C2)o1 (centres undefined)
→ 18%	22%	/	-17%	-4%	/	-0.1%	0.1%	/	/	/	/
CCOC(=O)Cc1cc(=O)n2[nH]c(C)cc2n1
→ 12%	9%	10%	-30%	8%	1%	0.2%	0.7%	-0.82	-0.23	-0.34	-0.34
O=C(NNc1nc2ccccc2s1)c1ccccc1F
→ -10%	-13%	-13%	-16%	21%	-3%	-0.1%	-1.5%	2.3	-0.22	1.3	-0.67
CCOC(=O)c1sc2nc(CC(=O)OC)nc(NCCN(CC)CC)c2c1C
→ 14%	18%	-12%	-3%	8%	13%	0.2%	-0.1%	0.093	-0.11	0.27	0.62
CCOC(=O)c1cnc2cc(C)nn2c1C
→ 12%	5%	4%	-5%	1%	12%	-0.1%	-2.0%	-1.1	1.4	-0.43	0.58
C/C(=N/NS(=O)(=O)c1ccc(C)cc1C)c1c[nH]c2ccccc12
→ 30%	-4%	/	28%	3%	/	-0.1%	0.4%	/	/	/	/
Cc1nc2ccc(NC(=O)c3ccc([N+](=O)[O-])cc3)cc2[nH]1
→ -6%	15%[20 µM]	/	-42%	?	/	0.2%	-5.3%	/	/	/	/
COC(=O)c1ccccc1NC(=O)CSc1n[nH]c(-c2ccncc2)n1
→ 24%	10%	/	2%	10%	/	0.0%	-0.1%	/	/	/	/
Cc1cccc(NC(=O)CCCN2C(=O)C3CC=CCC3C2=O)c1 (centres undefined)
→ 1%	18%	/	-8%	6%	/	-0.1%	-3.9%	/	/	/	/
CC1CCN(c2c(NCC3CCC(C(=O)NC4CCCCCC4)CC3)c(=O)c2=O)CC1 (centres undefined)
→ -22%	31%	6%	-1%	3%	2%	0.0%	-4.2%	1.8	-0.04	1.4	-2.3
CCCCc1nc(C(N)=O)c2[nH]c(=O)n(-c3ccc(OC)c(OC)c3)c2n1
→ 26%	3%	/	6%	-3%	/	0.2%	-2.0%	/	/	/	/
CCOc1ccc(NC(=O)CN(C)C(=O)CC2CC3CCC2C3)cc1OCC (centres undefined)
→ -1%	-14%	/	-42%	2%	/	-0.1%	-2.5%	/	/	/	/
Cc1ccnc(NC(=O)Nc2cccc(F)c2)n1
→ -82%	7%	-6%	-66%	-4%	2%	-0.2%	-3.7%	-0.2	-0.32	-0.15	0.5
CCOC(=O)C(NC(=O)c1cccnc1)(Nc1cccc(C)n1)C(F)(F)F (centres undefined)
→ 3%	9%	-4%	1%	3%	2%	-0.2%	-1.2%	0.61	-0.22	-0.0049	0.2
Clc1cccc(N/N=C/c2ccncc2)c1
→ -35%	20%	-5%	-32%	-14%	7%	0.5%	1.2%	0.02	-0.32	-0.33	0.66
CCn1nccc1C(=O)Nc1cccc(C)c1C
→ 12%	-2%	/	10%	12%	/	-0.1%	1.6%	/	/	/	/
COc1cccc(C(=O)N2CCN(Cc3cn[nH]c3-c3ccc(F)cc3F)CC2)c1
→ 3%	-23%	-2%	-19%	-8%	-3%	-0.2%	-4.6%	-0.55	-0.29	-0.46	0.81
O=C(CSc1cccc2cccnc12)N/N=C/c1ccc(F)cc1
→ 7%	17%	-2%	-6%	0%	4%	-0.2%	-7.5%	-1.1	-0.21	-0.49	1.1
Cc1ccc2nc(NCCNC(=O)c3ccccc3)c(C#N)cc2c1
→ 16%	1%[20 µM]	/	-23%	0%	/	-0.1%	-5.1%	/	/	/	/

Fetched one by one from the entries so far (two):
Every second line gives: HEK293 NOD2/NF-kB	KOR beta-arrestin-1	P. falciparum M17LAP	NOD1 NF-kB reporter	AID2073	M1AAP inhibition	GPR55 activation	KOR beta-arrestin-2	Dynein transport	Dynein transport cytoplasmic EGFP	Dynein transport nuclear GR-EGFP	Dynein transport cell count
COC(=O)c1ccccc1NC(=O)CSc1n[nH]c(-c2ccncc2)n1
→ 24%	10%	/	2%	10%	/	0.0%	-0.1%	/	/	/	/
Cc1nc2ccc(NC(=O)c3ccc([N+](=O)[O-])cc3)cc2[nH]1
→ -6%	15%[20 µM]	/	-42%	?	/	0.2%	-5.3%	/	/	/	/

A portion of the library; the hit share may differ from the screen's.
